Bioassay records from PubChem.
Dicer inh – blocks human Dicer maturation of pre-miR-21; Q9UPY3; cat-ELCCA pre-miR-21 Dicer processing, chemiluminescence; stronger effect = higher value; z-score at 25 µM; actives 6% (n = 47,000); in the data active means z-score above about 3, passing the limit was not always enough;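 further: plate controls were vehicle for no effect and no enzyme for full effect; higher signal means more uncleaved substrate so more Dicer inhibition; strong numbers were not always called active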
Target sequence (Q9UPY3 whole entry, looked up): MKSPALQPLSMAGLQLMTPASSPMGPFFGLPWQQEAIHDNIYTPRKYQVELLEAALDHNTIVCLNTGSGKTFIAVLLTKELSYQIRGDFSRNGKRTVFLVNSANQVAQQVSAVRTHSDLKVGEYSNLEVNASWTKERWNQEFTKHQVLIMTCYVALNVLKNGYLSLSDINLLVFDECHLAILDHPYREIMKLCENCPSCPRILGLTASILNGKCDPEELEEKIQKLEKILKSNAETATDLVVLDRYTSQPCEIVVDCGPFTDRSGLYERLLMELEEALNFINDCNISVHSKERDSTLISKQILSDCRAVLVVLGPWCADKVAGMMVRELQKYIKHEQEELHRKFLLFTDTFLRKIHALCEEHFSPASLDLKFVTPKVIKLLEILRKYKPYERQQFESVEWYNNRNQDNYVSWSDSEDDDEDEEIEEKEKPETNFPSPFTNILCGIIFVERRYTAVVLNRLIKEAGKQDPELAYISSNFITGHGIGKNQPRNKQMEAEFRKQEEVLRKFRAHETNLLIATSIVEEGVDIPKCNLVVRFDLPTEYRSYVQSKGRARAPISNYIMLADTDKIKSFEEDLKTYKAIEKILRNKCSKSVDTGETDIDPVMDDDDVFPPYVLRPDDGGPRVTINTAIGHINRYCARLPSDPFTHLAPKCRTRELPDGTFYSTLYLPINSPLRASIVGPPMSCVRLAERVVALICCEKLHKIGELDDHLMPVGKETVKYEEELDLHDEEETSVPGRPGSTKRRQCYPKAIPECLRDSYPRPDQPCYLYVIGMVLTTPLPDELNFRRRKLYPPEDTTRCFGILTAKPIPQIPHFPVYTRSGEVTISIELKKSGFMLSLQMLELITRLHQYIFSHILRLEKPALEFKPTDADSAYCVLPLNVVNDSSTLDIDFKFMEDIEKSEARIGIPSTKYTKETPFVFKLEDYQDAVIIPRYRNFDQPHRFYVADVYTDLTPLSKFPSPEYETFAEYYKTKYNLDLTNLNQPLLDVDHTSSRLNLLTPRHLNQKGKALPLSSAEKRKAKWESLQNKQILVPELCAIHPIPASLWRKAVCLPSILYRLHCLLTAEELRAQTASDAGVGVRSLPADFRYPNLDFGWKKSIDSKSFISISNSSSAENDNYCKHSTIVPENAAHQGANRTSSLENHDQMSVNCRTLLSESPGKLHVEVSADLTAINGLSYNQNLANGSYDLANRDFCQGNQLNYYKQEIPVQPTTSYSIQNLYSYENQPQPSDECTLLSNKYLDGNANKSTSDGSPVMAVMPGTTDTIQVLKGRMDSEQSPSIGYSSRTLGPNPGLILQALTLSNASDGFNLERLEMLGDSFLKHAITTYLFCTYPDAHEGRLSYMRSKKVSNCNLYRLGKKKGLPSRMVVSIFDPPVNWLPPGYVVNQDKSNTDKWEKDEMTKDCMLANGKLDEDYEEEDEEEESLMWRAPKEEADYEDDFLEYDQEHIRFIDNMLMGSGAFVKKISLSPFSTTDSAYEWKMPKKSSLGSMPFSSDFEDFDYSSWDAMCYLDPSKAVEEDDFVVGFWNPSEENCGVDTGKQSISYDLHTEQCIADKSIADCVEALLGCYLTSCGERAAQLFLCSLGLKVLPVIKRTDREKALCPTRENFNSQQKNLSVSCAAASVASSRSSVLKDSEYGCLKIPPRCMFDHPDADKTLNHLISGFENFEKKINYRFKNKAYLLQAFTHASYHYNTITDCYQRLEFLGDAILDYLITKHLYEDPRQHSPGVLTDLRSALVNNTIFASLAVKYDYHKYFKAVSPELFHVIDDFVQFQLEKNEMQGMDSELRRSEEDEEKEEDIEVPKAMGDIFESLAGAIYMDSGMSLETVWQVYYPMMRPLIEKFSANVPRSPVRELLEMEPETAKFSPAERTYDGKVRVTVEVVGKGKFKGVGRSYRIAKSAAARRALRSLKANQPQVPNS
The depositor's hits bear a star; & = joins results of further samples. A portion of the library; the hit share may differ from the screen's.

SMILES | Dicer inh
Cc1cc2n(n1)C(c1ccc(N3CCOCC3)cc1)Nc1ccccc1-2 (configuration not stated) | -0.05
COc1ccc(-c2nnc(Nc3ccc4c(c3)ncn4C)c3ccccc23)cc1 | 2.6
O=C1CC2(CCCC2)C(=O)N1c1ccc(S(=O)(=O)NCCCNc2ncc(C(F)(F)F)cc2Cl)cc1Cl | -1
CCN(CC)S(=O)(=O)c1ccc(Oc2ccc(S(=O)(=O)N(CC)CC)cc2)cc1 | -0.64
CCN(CC)CCSc1nc(O)c(C2CCCCC2)c(=O)[nH]1 | -1.8
Cc1cc(C)c(C#N)c(Nc2ccccc2C)n1 | 0.71
COc1cc(CO)ccc1OCc1nnnn1-c1ccc(C)cc1 | 0.7
CCN1CCN(c2nc3c(c(=O)n(C)c(=O)n3C)n2Cc2ccc(Br)cc2)CC1 | -0.34
CC1(C)NC(=O)N(CC(O)COc2ccc(Br)cc2)C1=O (configuration not stated) | 3.1*
CNC(=O)c1cc(C#N)c(SC)s1 | -0.66
O=C(Oc1ccc2c(c1)oc(=O)c1ccccc12)c1ccco1 | -0.17
CCCOc1ccc(N2CC(C(=O)Nc3ccc4c(c3)OCO4)CC2=O)cc1 (configuration not stated) | 1
c1csc(-c2nc(-c3cc4ccccc4o3)cs2)c1 | 0.38
COC(=O)c1ccc(CN(C)C)o1 | 5.8*
NNC(=O)c1cc(-c2ccccc2)n[nH]1 | 0.12
NNC(=O)C1C(C(=O)NN)C1c1ccccc1 (configuration not stated) | -0.04
CCOc1ccc(C2C(C(=O)OC(C)C)=C(C)NC3=C2C(=O)CC(c2ccc(OC)cc2)C3)cc1 (configuration not stated) | 0.91
Cc1ccsc1/C=C/c1ccnc(SCC(=O)Nc2ccc(C(C)C)cc2)n1 | -0.39
O=C(O)CCC12CC3CC(CC(O)(C3)C1)C2 | 0.42
COCCCn1c2c(c(=O)[nH]c1=O)C(c1cccc3ccccc13)C1=C(N2)c2ccccc2C1=O (configuration not stated) | -0.72
CC(C)CNCC1COc2ccccc2O1 (configuration not stated) | 1.4
COc1ccc(OC)c(C2CC(=O)Nc3nc(N)[nH]c(=O)c32)c1 (configuration not stated) | 0.6
C=CCOc1cccc(C2c3c(oc4ccc(F)cc4c3=O)C(=O)N2Cc2ccc3c(c2)OCO3)c1 (configuration not stated) | -1.8
Cc1cc(C)c(C(=O)O)c(CC(C)(C)C(=O)O)c1 | -2.3
COc1cccc(CNC2CS(=O)(=O)CC2O)c1 (configuration not stated) | 0.5
Cc1onc(-c2c(Cl)cccc2Cl)c1C(=O)NC1CSC(C)SC1 (configuration not stated) | 0.66
CCOC(=O)N1CCN(c2nc(C)c3c(n2)CC(c2ccc(Cl)cc2)CC3=O)CC1 (configuration not stated) | -0.43
O=S1(=O)CC(Sc2cccs2)c2ccccc21 (configuration not stated) | 0.21
CCOC(=O)C(=CNc1ccccc1[N+](=O)[O-])C(=O)OCC | -0.36
CCn1c(=S)[nH]c2sc(C)c(C)c2c1=O | -1.1
CCc1nc2cc3sc(CC)nc3cc2s1 | 1.8
C=CCOC(=O)C1=C(C)NC2=C(C(=O)CC(C)(C)C2)C1c1ccc(OC)c(OC)c1 (configuration not stated) | 0.56
Nc1ccc(OCc2ccccc2Cl)cc1 | -1.6
Cc1cc(Br)c(N2C(=O)CCC2=O)c(Br)c1 | -0.57
CCCNC(=C(C(=O)Nc1cccc(Cl)c1)C(=O)Nc1cccc(Cl)c1)c1ccc(OC)cc1 | 0.31
CSc1sc(C(=O)O)c(C)c1C(C)=O | -7.1
CCOC(=O)C(NC(=O)c1cc2ccccc2s1)C(=O)OCC | -0.96
O=c1[nH]ccc2c(O)cccc12 | 0.24
O=c1c([N+](=O)[O-])c(O)c2cccc3c2n1CCC3 | -0.33
CCOC(=O)c1cnc(-c2cccs2)nc1Nc1cccc(C(F)(F)F)c1 | -1.6
C=CCn1c(SCC#N)nnc1-c1ccc2ncccc2c1 | -0.64
N#Cc1cccc(N=Nc2c(O)ccc3ccccc23)c1 | 1.5
CCOc1ccc(C2/C(=C(\O)c3ccc(OC)cc3)C(=O)C(=O)N2Cc2cccnc2)cc1OC (configuration not stated) | 0.57
Cc1nc(-c2ccc(-c3cccs3)s2)sc1-c1ccnn1C(=O)c1cccs1 | 0.52
CCOc1ccc(CNCCSc2nnnn2C)cc1OC | -0.23
Cc1nc(N2C(=O)c3oc4ccccc4c(=O)c3C2c2ccc(Cl)cc2)sc1C (configuration not stated) | -0.33
ONC(=Nc1cccc(C(F)(F)F)c1)c1ccccc1 | -0.29
CN(C)c1ccc(N2C(=O)CC(Sc3ncccc3C(=O)O)C2=O)cc1 (configuration not stated) | -0.2
O=[N+]([O-])C1=Cc2cc(Cl)ccc2OC1c1ccccc1Cl (configuration not stated) | 4*
Cc1cn(C(=O)Nc2ccccc2)nc1-c1cccs1 | 1.2

Next part
SMILES | Dicer inh
COC(=O)C(Cc1c[nH]c2ccccc12)NC(=O)OCC(C)C (configuration not stated) | 0.31
O=C(c1ccc(F)cc1)c1ccc(N2CCCC2)cc1 | -0.07
CCCC12CN3CC(CCC)(CN(C1)C3c1ccc([N+](=O)[O-])o1)C2=O (configuration not stated) | -1.5
Cc1ccc(-c2nc(C#N)c(NCCCN3CCOCC3)o2)cc1 | -0.16
O=c1c2c(nc3c(-c4ccc(Cl)cc4)c[nH]n13)CCC2 | 2.3
CC1CCc2c(sc(NC(=O)Nc3ccc(Cl)cc3)c2C(N)=O)C1 (configuration not stated) | 1.6
CCOc1nc(C)ccc1-c1noc(-c2ccccc2Br)n1 | 1
CCOC(=O)c1c(Nc2ccccc2OC)sc(C(=O)c2ccc(Br)cc2)c1N | 0.2
O=C(CSc1nncn1-c1ccc(OCc2ccccc2)cc1)Nc1cc(Cl)cc(Cl)c1 | -0.99
CCCOC(=O)C1=C(C)NC2=C(C(=O)CC(c3cccs3)C2)C1c1ccc2c(c1)OCO2 (configuration not stated) | 1.2
Cc1ccc(C2/C(=C(\O)c3ccccc3)C(=O)C(=O)N2CCN2CCOCC2)o1 (configuration not stated) | -2.3
Cc1c(C)c(C)c(CSC2CC(=O)N(c3ccccc3)C2=O)c(C)c1C (configuration not stated) | -1.2
COc1cc(C)nc(NC(=O)Nc2sc(=S)n(C)c2C)n1 | 1.3
O=C(NNc1cc(C(F)(F)F)ccn1)c1cccc(C(F)(F)F)c1 | -0.8
CC1=C(C(=O)OCC2CCCO2)C(c2ccc(F)cc2)C2=C(CCCC2=O)N1 (configuration not stated) | 1.4
Cc1ccc2sc(C3=NN(C)C(O)(C(F)(F)F)C3)c(C)c2c1 (configuration not stated) | -0.52
Cc1nc2ccc(CCO)cc2s1 | -2.2
CCOC(=O)c1c(-c2cccs2)nn(-c2ccc([N+](=O)[O-])cc2)c1N | -0.16
CC(=O)Nc1ccc(S(=O)(=O)NC2C(C)(C)C3CC[C@]2(C)C3)cc1 (some centres not stated) | -2.3
CCOC(=O)CSc1nnc2c3ccccc3c3ccccc3c2n1 | -0.01
COc1ccc(S(=O)(=O)Nc2ccc3oc(=O)sc3c2)cc1OC | 3.4*
CCOC(=O)C1=C(C)Nc2nnnn2C1c1ccc(Cl)cc1 (configuration not stated) | 2.4
CCOCCOC(=O)C1=C(C)NC2=C(C(=O)CC(c3cccs3)C2)C1c1ccc(OC(C)=O)cc1 (configuration not stated) | 0.06
CC1(C)N=c2ccc([N+](=O)[O-])cc2=N1 | -4.3
N#C/C(=C\c1ccc(C(F)(F)F)cc1Cl)S(=O)(=O)c1ccc(Cl)cc1 | -0.1
Cn1cnc(S(=O)(=O)Oc2ccc(Cl)cc2)c1 | -0.03
Cc1cc(N)n2nc(-c3ccc(C(C)(C)C)cc3)cc2n1 | 0.28
Cc1cc(C)nc(NS(=O)(=O)c2ccc(NS(=O)(=O)c3csc(Cl)c3)cc2)n1 | -0.94
Cc1nn(C)cc1CNC(=O)C1C2CCC(C2)C1C(=O)O (configuration not stated) | 0.94
O=C(c1ccc(Cl)cc1)n1c(=O)oc2ccccc21 | 1.3

Quoted at random: two entries already listed
SMILES | Dicer inh
Cc1cc(C)nc(NS(=O)(=O)c2ccc(NS(=O)(=O)c3csc(Cl)c3)cc2)n1 | -0.94
CC1(C)N=c2ccc([N+](=O)[O-])cc2=N1 | -4.3

(continued)
SMILES | Dicer inh
CCOC(=O)CSC1=C(C#N)C(c2ccc(Br)cc2)CC(=O)N1 (configuration not stated) | -0.16
CSc1sc([N+](=O)[O-])c2c1C(=O)CC(C)(C)C2 | -0.24
COc1ccc2[nH]c(C(=O)N(C)C3CCN(C)CC3)cc2c1 | -0.08
Clc1ccc(-c2cn3cc(Cl)ccc3n2)cc1 | -0.48
O=C(Nc1ccc(S(=O)(=O)Nc2ncccn2)cc1)N1c2ccccc2Sc2ccccc21 | 0.16
COCc1cc(=O)oc2cc(N)ccc12 | 2
O=C(O)CC/C(=N\Nc1ccc([N+](=O)[O-])cc1)c1ccc(F)cc1 | -1
O=C1CCC(C(=O)O)C(Cc2ccccc2)C1 (configuration not stated) | 0.55
COc1cc(C(=O)c2c(C)c(C)c(C)c(C)c2C)cc(OC)c1OC | -0.31
COc1cc(/C=C/c2cc(C(F)(F)F)[nH]c(=O)n2)ccc1OCc1ccccc1F | -0.94
O=C(Nc1ccc(Br)cc1)c1cc2n(n1)C(C(F)(F)F)CC(c1cccs1)N2 (configuration not stated) | 0.96
Clc1ccccc1/C=C/c1nc(-c2cccnc2)no1 | -0.29
N#C/C(=C\c1ccc2c(c1)CCO2)S(=O)(=O)c1ccc(Cl)cc1Cl | 0.45
COC(=O)c1sc(N2C(=O)c3oc4cc(C)c(C)cc4c(=O)c3C2c2ccc(OC)cc2)nc1C (configuration not stated) | -1.9
CCN1C(=O)C2(/C(=C(/O)c3ccc(C)c(F)c3)C(=O)C(=O)N2CCOC)c2ccccc21 (configuration not stated) | 8.7*
COc1ccc(-c2c(C#N)sc(C(=O)NC3(O)C(=O)c4ccccc4C3=O)c2-c2ccc(OC)cc2)cc1 | -5.7
Cc1[nH]c2ccccc2c1SCC(=O)NNC(=O)Nc1ccc(OC(F)(F)F)cc1 | 0
CC(C)NC(=O)Cn1cnc2c1c(=O)n(C)c(=O)n2C | -0.49
CCOC(=O)C1C(c2ccccc2)C(C(=O)OCC)S(=O)(=O)CS1(=O)=O (configuration not stated) | 1.2
Cc1cc(C)c2nc(NCc3ccccc3O)sc2c1 | 2.9
COc1ccc(C2CC(=O)C3=C(C2)NC(C)=C(C(=O)OC2CCCC2)C3c2ccc(OC)cc2)cc1 (configuration not stated) | -0.2
Cc1ccc(-c2nc3cc(NC(=O)c4ccc([N+](=O)[O-])o4)ccc3o2)cc1Br | 1.9
COc1ccc(S(=O)(=O)NNc2c(Cl)cc(Cl)cc2Cl)cc1OC | 1.7
CCOC(=O)COc1ccc2c(=O)c(-c3ccc(OC)c(OC)c3)c(C(F)(F)F)oc2c1 | 0.63
CC(NS(=O)(=O)c1cccc(C(F)(F)F)c1)C(C)(C)C (configuration not stated) | 0.23
CCc1ccc(O)c(C(=O)c2cnc3cc(-c4ccc(OC)cc4)nn3c2)c1 | -2.1
COC(=O)C1=C(C)NC(C)=C(C(=O)OC(C)(C)CN(C)CCC(c2ccccc2)c2ccccc2)C1c1cccc([N+](=O)[O-])c1 (configuration not stated) | 0.8
Cc1ccccc1OCCSc1nc2ccccc2n1CC(O)CO (configuration not stated) | -1.2
FC(F)(F)c1ccnc(NCc2ccco2)n1 | 0.64
CCCOc1ccc(Oc2nc(NCC)nc(N(C)C)n2)nn1 | 1.2
CC1CC(C)(C)N(C(=O)NC2CCCCC2)c2ccccc21 (configuration not stated) | 2.5
CCN(CC)CCNC(=O)c1ccc(NS(C)(=O)=O)cc1 | -0.4
COC(=O)C1=C(C)NC2=C(C(=O)CC(C)(C)C2)C1c1cc(OC)c(OC)cc1Br (configuration not stated) | 1.4
Cc1nc(-c2ccc(-c3cccs3)s2)sc1-c1ccnn1C(=O)c1cccc(C(F)(F)F)c1 | 0.8
CNC(=S)NNC(=O)c1sc2nnc(-c3ccccc3)c(-c3ccccc3)c2c1N | 4.9
CC12CC3(C)CC(C)(C1)CC(C(=O)O)(C2)C3 | 1
Fc1ccc(-c2csc(-c3cccnc3)n2)cc1 | 2.8
COC(=S)Nc1ccc(Cl)cc1C | -0.23
CN1C(C(=O)Nc2ccccn2)=C(O)c2sccc2S1(=O)=O | 0.37
Clc1ccc2nsnc2c1NC1=NCCN1 | 1.3&-0.37
FC(F)(F)c1cccc(NC(=S)N2CCc3ccccc3C2)c1 | -1.2
O=S(=O)(/N=C(\NNC(=S)NCc1ccco1)N1CCCC1)c1ccccc1 | 0.06

By substructure: the compounds so far with an aryl thioether with sulfur outside any ring.
SMILES | Dicer inh
CCN(CC)CCSc1nc(O)c(C2CCCCC2)c(=O)[nH]1 | -1.8
CNC(=O)c1cc(C#N)c(SC)s1 | -0.66
Cc1ccsc1/C=C/c1ccnc(SCC(=O)Nc2ccc(C(C)C)cc2)n1 | -0.39
O=S1(=O)CC(Sc2cccs2)c2ccccc21 (configuration not stated) | 0.21
CSc1sc(C(=O)O)c(C)c1C(C)=O | -7.1
C=CCn1c(SCC#N)nnc1-c1ccc2ncccc2c1 | -0.64
CCOc1ccc(CNCCSc2nnnn2C)cc1OC | -0.23
CN(C)c1ccc(N2C(=O)CC(Sc3ncccc3C(=O)O)C2=O)cc1 (configuration not stated) | -0.2
O=C(CSc1nncn1-c1ccc(OCc2ccccc2)cc1)Nc1cc(Cl)cc(Cl)c1 | -0.99
CCOC(=O)CSc1nnc2c3ccccc3c3ccccc3c2n1 | -0.01
CSc1sc([N+](=O)[O-])c2c1C(=O)CC(C)(C)C2 | -0.24
Cc1[nH]c2ccccc2c1SCC(=O)NNC(=O)Nc1ccc(OC(F)(F)F)cc1 | 0
Cc1ccccc1OCCSc1nc2ccccc2n1CC(O)CO (configuration not stated) | -1.2
